# Autophagy mod: autophagy modulators in MEF cells, primary screen, imaging, high-content, MEF GFP-LC3. MEF GFP-LC3 puncta imaging; test concentration mostly 10 µM. calls only at 10 µM (by protocol). hit rate 0.98% among 190,000. AID 463193, 2010;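 active means percentage of spot-positive cells more than 3 SD above its plate mean, without a fluorescence outlier flag or 80% toxicity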;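 further: spot-positive cell cutoff set from DMSO-treated cells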
# Insulin prom up: insulin promoter activators in MIN6 cells, imaging, high-content screening, mouse beta cells; MIN6 insulin promoter-GFP reporter; hits give high values; z-score at 5 µM; hit rate 0.3% among 190,000;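 active means z-score above 3 at 5 µM with at least 500 cells counted in the well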
# Dynein transport: inhibitors of GR-EGFP nuclear translocation, primary screen, dynein cargo transport inhibitor project, imaging, high-content, 3617.4 mouse cells | hit rate 0.47% among 220,000 | test concentration mostly 20 µM; stimulated with dexamethasone, 1 µM; hits give low values | z-score, hits read low;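 active means plate z-score of nuclear minus cytoplasmic receptor signal below a set negative limit, without overly bright fluorescence or cell loss, cut at about -3.5 in these data, passing the limit was not always enough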;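 further: z-score of nuclear minus cytoplasmic ring GR-EGFP intensity difference per well; some compounds called inactive have numbers as strong as hits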
#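 Buffer or medium: tet-free medium with charcoal-stripped serum / Also added: dexamethasone agonist, 1.0 µM final, for 30 min / Timing: induction 48 h, compound 1 h, agonist 30 min / Measured by: high-content fluorescence imaging after fixation / Read-out: nuclear-to-cytoplasmic GR-EGFP distribution per well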
# b-catenin transl: modulators of beta-catenin nuclear translocation, primary screen, imaging, HeLa cells, immunofluorescence, high-content; nuclear translocation activity, % at 5 µM; hit rate 0.3% among 190,000;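 active means nuclear translocation activity above 50% at 5 µM, with a well cell count of 50 or more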;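 further: per-cell ratio of nuclear to cytoplasmic median beta-catenin stain intensity; plate controls were DMSO negative control for no effect and GSK-3 inhibitor IX positive control for full effect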
#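 Read-out: Nuclear/cytoplasmic beta-catenin signal ratio, % activation | Assay system: Human HeLa cell line | Times: 24 h compound exposure at 37°C, 5% CO2 | Signal: Fluorescence imaging of beta-catenin antibody stain plus DAPI | Dosing: 5 µM primary, 0.02–20 µM confirmation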
# WT yeast gro inh: growth inhibition of WT strain, primary screen, mitochondrial fusion inhibitor project, WT and mutant strains, chemical genetic. hit rate 2.1% among 190,000. mitochondrial fusion phenotypic screen. inhibition, % at 10 µM. AID 1362, 2008; in the data active means inhibition above about 58%; tested in S. cerevisiae
# Lipid droplet: inhibitors of hepatocyte lipid droplet formation, primary screen, imaging, high-throughput imaging, BODIPY stain; AML12 mouse hepatocytes, oleate lipid droplets; inhibition, % at 6.5 µM; hit rate 0.4% among 240,000; AID 1656, 2009;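 active means lipid droplet intensity inhibited by at least 50%, with more than 500 cells counted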
#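 Test system: AML12 hepatocytes (mouse); reagent: oleate loading, 100 µM; dosing: one dose, 6.5 µM compound; incubation: overnight exposure; signal: fluorescence imaging, 20x objective, two fields per well; read-out basis: % inhibition of corrected integrated BODIPY droplet signal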
# MT stabilizer: microtubule stabilizers in HeLa cells, primary screen, imaging, high-content imaging; HeLa tubulin immunostaining HCS, 24 h; share of cells brighter than vehicle mean+2SD; % tubulin-high responders, % at 10 µM; hit rate 0.83% among 200,000;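 active means plate Z-score above 3 for both tubulin-high and condensed-nucleus cell shares, with cell loss under 80%, at 10 µM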;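 further: anti alpha tubulin signal scored within the nucleus-defined area of each cell; some results filed as inactive read as strong as hits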
# NOD2 inhibition: NOD2 signaling inhibitors, cell-based, luminescence, uHTS, HEK293 (AID 1566) | HEK293 NOD2/NF-kB luciferase reporter, luminescence; higher % means a stronger effect | one-dose inhibition, % at 4 µM; EC50 in µM for titrated hits | hit rate 0.63% among 290,000; in the data active means inhibition above about 50%; further: many of its hits are not listed in these tables
# Yfh1-depleted yeast: enhancers of respiration in Yfh1-depleted yeast, dose response, Friedreich's ataxia, plus single-dose screen (AID 1465) | S. cerevisiae Yfh1-off respiration, WST-1 reduction, 72 h; higher fold induction means a stronger effect | hit rate 0.074% among 220,000 | fold induction at 50 µM, or EC50 in µM where a hit was titrated;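 active means fold induction of absorbance versus untreated yeast above a set limit, then at least 30% activation at any dose in follow-up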;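 further: activators that raise dye reduction in frataxin-depleted yeast; strong numbers were not always called active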
# WT yeast gro inh mutant strain: also measured in WT yeast gro inh; calls as there; inhibition, %; mitochondrial fusion phenotypic screen, mutant strain inhibition
# Dynein transport cytoplasmic EGFP: also measured in Dynein transport; calls as there; z-score; measured here: cytoplasmic GR-EGFP intensity; hits give high values
# Dynein transport nuclear GR-EGFP: second read-out of Dynein transport, no call of its own (marks repeat the call); z-score; measured here: nuclear GR-EGFP intensity;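 lower value marks the stronger effect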
# Dynein transport cell count: further read-out of Dynein transport, marked with its call; z-score; measured here: cell count per field
# Insulin prom up cell count: second read-out of Insulin prom up, no call of its own (marks repeat the call); cell count; measured here: cytotoxicity, nuclei count;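 total cells summed across four imaged fields per well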
# Lipid droplet cells 6.5 µM: recorded beside Lipid droplet, whose call it bears; cell count; measured here: cell count, cytotoxicity flag;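 cells counted across two imaged fields per well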
# b-catenin transl cell count 5 µM: further read-out of b-catenin transl, marked with its call; cell count; measured here: cell count, cytotoxicity flag
# MT stabilizer Hoechst-high %: second read-out of MT stabilizer, no call of its own (marks repeat the call); % Hoechst-high responders; measured here: nuclear condensation Hoechst responders;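 share of cells brighter than vehicle mean plus two SD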
# MT stabilizer cytotoxicity %: further read-out of MT stabilizer, marked with its call; toxicity, %; measured here: cytotoxicity by cell density;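 0% = mean cell density of plate MIN control wells and 100% = no cells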
# Autophagy mod cell loss 18 h: recorded beside Autophagy mod, whose call it bears; toxicity, %; measured here: cell loss, nuclei count;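 cell loss after 18 h compound exposure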
# * marks the source's active call; other numbers are inactive results; i = inactive; . = not tested or not shown; + = active, no number.
# The line under a structure holds: Autophagy mod, Autophagy mod cell loss 18 h, Insulin prom up, Insulin prom up cell count, Dynein transport, Dynein transport cytoplasmic EGFP, Dynein transport nuclear GR-EGFP, Dynein transport cell count, b-catenin transl, b-catenin transl cell count 5 µM, WT yeast gro inh, WT yeast gro inh mutant strain, Lipid droplet, Lipid droplet cells 6.5 µM, MT stabilizer, MT stabilizer Hoechst-high %, MT stabilizer cytotoxicity %, NOD2 inhibition, Yfh1-depleted yeast
CC(Oc1ccccc1Cl)C(=O)/C=C/N(C)C (stereo not drawn)
→ i, 10, 0.37, 1245, 0.1, 2.3, 0.33, 0.28, -3.3, 951, -17, 9, ., ., 3.3, 2.0, 5.1, 10%, i
CCOC(=O)C1(CC2CCCCO2)CCN(Cc2ccccc2-c2ccco2)CC1 (stereo not drawn)
→ i, 8, ., ., -0.95, -0.2, -0.23, 1, -0.2, 1112, 8, 7, -7, 750, 2.7, 1.7, 3.0, 9%, i
O=S(N1CCCCCC1)C12CC3CC(CC(C3)C1)C2 (stereo not drawn)
→ i, 13, 0.31, 1184, -0.15, -0.37, 0.092, 0.0089, -4.9, 1019, -6, 9, ., ., 3.6, 2.1, 13, -16%, i
CN1CCN(CCC(=O)Nc2cccc(F)c2)CC1
→ i, 9, 0.48, 1259, -0.1, -0.2, 0.044, 1.3, 1.1, 854, -9, -2, ., ., 2.0, 2.0, 9.2, 4%, i
Cc1cc(NC(=O)c2c(Cl)cnn2C)no1
→ i, -1, 0.06, 929, -0.46, -0.26, 0.11, -0.082, 1.2, 1162, -5, -6, 13, 809, 1.2, 1.4, 4.0, 21%, i
COc1ccc(CCNCC(=O)Nc2ccc(C)c(S(=O)(=O)N(C)C)c2)cc1
→ i, -2, -0.48, 1333, 0.21, -0.25, -0.23, 0.66, -0.2, 1077, 8, 26, -11, 699, 2.8, 2.2, 1.0, 18%, i
CC1=C(C(=O)Nc2cccnc2)C(c2ccc(C(C)C)cc2)n2ncnc2N1 (stereo not drawn)
→ ., ., 0.38, 1194, 1.1, -0.27, 0.99, 0.46, -3.8, 1289, 15, 2, 9, 562, 10, 1.2, 5.5, 13%, i
COc1ccccc1N(C)S(=O)(=O)c1ccc(C(=O)OC(C)C(=O)NCc2ccc3c(c2)OCO3)cc1 (stereo not drawn)
→ i, 22, 0.38, 1705, 1.6, -0.093, 1.5, -1.7, -4.0, 1102, 21, 6, -4, 698, 3.2, 1.7, 15, -7%, i
C=CCSc1nc(N)c(C#N)c(-c2ccc(C)cc2)c1C#N
→ i, 32, -2, 1390, -0.28, 0.48, -0.021, 2.3, ., ., 8, 8, 11, 772, 4.4, 1.7, 2.9, -32%, i
COc1ccc(-c2cc(C(F)F)n3ncc(C(=O)Nc4cccc(S(=O)(=O)N5CCOCC5)c4)c3n2)cc1
→ i, 4, -2.9, 1131, 0.36, -0.3, 0.39, -0.0093, 0.0, 1454, -2, 1, -3, 636, 4.6, 2.2, 6.9, 26%, i
O=C(OCC(=O)N1CCCC1)c1ccc(S(=O)(=O)Nc2ccccc2)cc1
→ i, -1, 0.74, 1280, 0.36, -0.35, -0.35, 0.3, 0.5, 1088, -17, -15, 2, 707, 1.4, 1.2, 9.7, 15%, i
O=C(NC(Cc1ccccc1)c1ccc2c(c1)OCCCO2)c1ccc(F)cc1 (stereo not drawn)
→ i, -7, 0.16, 848, 0.25, -0.2, 0.61, 0.4, -4.3, 1154, -30, -5, -19, 886, 1.9, 1.6, 7.1, -12%, i
CC1(C)OC(=O)C(=CNC(Cc2c[nH]c3ccccc23)C(=O)O)C(=O)O1 (stereo not drawn)
→ i, 2, 0.68, 1451, -1.2, -0.33, -0.51, 0.21, -1.4, 883, -5, -5, ., ., 4.4, 3.1, 8.2, 24%, i
COc1ccc2c(CC(=O)Nc3ccc(OC)nc3)coc2c1
→ +, 11*, -0.14, 1373, -1, -0.23, -0.43, 0.78, 0.0, 1104, -8, -13, 1, 673, 1.7, 2.7, 5.7, 8%, i
Cc1cc(-n2cc(Br)c(=O)[nH]c2=O)nc(-c2ccccc2)n1
→ ., ., 0.11, 1139, -0.056, -0.81, 0.16, -0.16, 0.8, 1363, ., ., -8, 672, ., ., ., 6%, i
O=C(CCN1C(=O)S/C(=C\c2ccccc2)C1=O)Nc1ccc(S(=O)(=O)Nc2nccs2)cc1
→ i, -4, ., ., -0.25, -0.23, -0.77, 1.4, ., ., 8, -2, ., ., 2.8, 1.9, 9.2, 15%, .
CCCCNC(=O)c1ccc(CS(=O)(=O)c2cccc(C(F)(F)F)c2)o1
→ i, 1, 0.25, 1062, -0.8, -0.19, -0.35, 0.24, -3.4, 862, -2, 0, ., ., 1.9, 2.7, 9.5, 7%, i
CCOC(=O)c1sc(/N=C/c2ccc(O)cc2O)cc1C
→ i, 2, ., ., 0.3, -0.026, 0.15, -0.87, 1.0, 982, 5, -10, -64, 445, 2.2, 2.5, 1.8, 15%, i
Cn1c(CNS(=O)(=O)c2ccc(Cl)cc2)n[nH]c1=S
→ i, -3, -0.1, 1537, -0.5, -0.23, -0.55, 0.83, -0.4, 1351, -7, -97, ., ., 1.8, 1.7, 3.6, 1%, i
O=C(CSc1nc(-c2ccccc2)c(-c2ccccc2)o1)N1CCOCC1
→ i, 1, ., ., -0.56, -0.23, -0.36, 1, ., ., -3, -4, ., ., 1.8, 0.9, 8.5, 16%, i
NC1=NC[C@H](Cc2ccccc2)N1CCc1cc(C(F)(F)F)cc(C(F)(F)F)c1
→ ., ., -0.79, 970, 0.81, -0.37, 0.58, -1.3, -0.4, 1323, ., ., 3, 666, ., ., ., -1%, i
Nc1nc(SCC(=O)Nc2ccc(OCc3ccccc3)cc2)n[nH]1
→ ., ., 0.18, 1371, 0.61, -0.27, 0.28, -0.14, 0.8, 1336, ., ., -11, 695, ., ., ., 20%, i
CCOc1ccc(NC(=O)N(C2CCCCC2)C(C)c2cccnc2)cc1 (stereo not drawn)
→ i, 5, 0.87, 803, 0.51, -0.13, 0.49, -0.82, ., ., -6, -5, ., ., 6.5, 2.6, 5.0, 2%, i
Cc1ccc(NC(=O)c2cncc(Br)c2)c([N+](=O)[O-])c1
→ i, -1, -0.25, 1186, -0.77, 0.54, -0.54, 1.1, -1.3, 534, -17, -2, -10, 608, 1.6, 3.8, 2.2, -9%, i
CC(C)n1c(N2CCN(C(=O)Nc3ccccc3)CC2)nc2ccccc21
→ i, 0, -0.01, 1496, 1.2, -0.15, 1.1, -0.68, 2.1, 1376, 28, 8, ., ., 4.2, 2.4, 6.0, 6%, i
O=C1NC(c2ccccc2)=C(c2ccccc2)C1=O
→ i, -15, 0.58, 1312, 0.12, -0.32, -0.2, 0.11, -0.9, 495, -7, -19, 14, 726, 0.4, 2.9, 9.6, 0%, i
Cc1c(/C=N/NC(=O)c2cccnc2)cc(C#N)n1C
→ i, 25, -0.69, 1383, 0.41, -0.27, 0.69, -0.58, 0.4, 1092, 6, 6, 26, 676, 1.3, 1.4, 5.3, -9%, i
CC(C)c1ccccc1NC(=O)CNCCc1ccc(C(F)(F)F)cc1
→ ., ., 0.17, 1064, 0.93, 0.41, 1.5, -3.7, -0.1, 1353, ., ., -36, 651, ., ., ., -37%, i
C=C(C)C(=O)Nc1cccc(C2=NOC3(C2)C[C@@H](C(N)=O)N(C(=O)CCCCC)C3)c1 (stereo partly drawn)
→ ., ., -0.04, 1140, -0.84, -0.8, -0.38, 0.75, -1.0, 1161, ., ., ., ., ., ., ., 12%, i
C/C(=N/OC(=O)c1ccccc1)c1oc(C)nc1C
→ ., ., -0.03, 1481, 0.54, -0.27, 0.25, 0.69, 0.3, 1127, ., ., -5, 731, ., ., ., 6%, i
CCOC(=O)C1=C(CSc2nc3c(cc2C#N)CN(C)CC3)OC(N)=C(C#N)C1c1ccc(Cl)cc1 (stereo not drawn)
→ i, -2, -0.17, 1479, -2.1, 2.6, -1.2, -0.72, 0.5, 1381, -2, 10, ., ., 3.8, 1.5, 3.6, 5%, i
Cc1ccc(C2C(=O)N(C3CCC(C)CC3)CC(=O)N2C2CCCC2)cc1 (stereo not drawn)
→ i, -5, ., ., 0.11, -0.03, 0.29, 0.059, -9.0, 1106, 21, 17, 10, 812, 1.9, 1.5, 7.4, -16%, i
CC(=O)c1c(Nc2ccccc2)sc(C(=O)c2ccccc2)c1C
→ i, 0, 0.05, 1273, 1.9, -0.14, 0.83, -1.9, -1.9, 556, 47, 42, -7, 705, 1.6, 2.1, 4.8, 6%, i
CN1CCN(c2nnc(-c3cccs3)c3ccccc23)CC1
→ i, 16, 2.6, 1225, 0.22, -0.29, 0.41, -0.31, 4.0, 832, -11, 9, 2, 673, 2.2, 2.7, 5.8, 0%, i
COc1cc(/C=C/C(=O)O)cc(S(=O)(=O)NC2CC2)c1OC
→ i, -11, 0, 1479, 0.087, -0.081, -0.055, -1.8, -3.7, 576, -28, -15, 16, 626, 3.6, 2.4, 7.6, 0%, i
CCOC(=O)c1c(NC(=O)CSc2nc3ccccc3c(=O)n2-c2ccccc2)sc(C(C)=O)c1C
→ i, -3, 0.88, 1292, -0.44, -0.13, -0.46, 0.54, -0.9, 565, -11, -9, -12, 642, 2.6, 2.7, 11, -2%, i
Cc1c(CN2CCC(CO)(Cc3ccccc3)CC2)c2ccccc2n1C
→ i, -2, -0.24, 1042, 0.48, -0.17, 0.11, 0.081, -0.2, 1559, 0, 0, -44, 608, 1.8, 2.9, 6.2, -31%, i

# Some of the compounds tested; count on the stated rates, not on these rows.
